Bioassay records (PubChem BioAssay)
Dicer inh – inhibitors of Dicer pre-microRNA processing, primary screen, biochemical, cat-ELCCA, chemiluminescence; Endoribonuclease Dicer (Homo sapiens), Q9UPY3; cat-ELCCA pre-miR-21 Dicer processing; active compounds read high; z-score at 25 µM; actives 6% (n = 47,000); AID 1347074, 2019; in the data active = z-score above about 3, passing the limit was not always enough;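 also: plate controls were vehicle for no effect and no enzyme for full effect; higher signal means more uncleaved substrate so more Dicer inhibition; strong numbers were not always called active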
Target sequence (Q9UPY3 whole entry, looked up): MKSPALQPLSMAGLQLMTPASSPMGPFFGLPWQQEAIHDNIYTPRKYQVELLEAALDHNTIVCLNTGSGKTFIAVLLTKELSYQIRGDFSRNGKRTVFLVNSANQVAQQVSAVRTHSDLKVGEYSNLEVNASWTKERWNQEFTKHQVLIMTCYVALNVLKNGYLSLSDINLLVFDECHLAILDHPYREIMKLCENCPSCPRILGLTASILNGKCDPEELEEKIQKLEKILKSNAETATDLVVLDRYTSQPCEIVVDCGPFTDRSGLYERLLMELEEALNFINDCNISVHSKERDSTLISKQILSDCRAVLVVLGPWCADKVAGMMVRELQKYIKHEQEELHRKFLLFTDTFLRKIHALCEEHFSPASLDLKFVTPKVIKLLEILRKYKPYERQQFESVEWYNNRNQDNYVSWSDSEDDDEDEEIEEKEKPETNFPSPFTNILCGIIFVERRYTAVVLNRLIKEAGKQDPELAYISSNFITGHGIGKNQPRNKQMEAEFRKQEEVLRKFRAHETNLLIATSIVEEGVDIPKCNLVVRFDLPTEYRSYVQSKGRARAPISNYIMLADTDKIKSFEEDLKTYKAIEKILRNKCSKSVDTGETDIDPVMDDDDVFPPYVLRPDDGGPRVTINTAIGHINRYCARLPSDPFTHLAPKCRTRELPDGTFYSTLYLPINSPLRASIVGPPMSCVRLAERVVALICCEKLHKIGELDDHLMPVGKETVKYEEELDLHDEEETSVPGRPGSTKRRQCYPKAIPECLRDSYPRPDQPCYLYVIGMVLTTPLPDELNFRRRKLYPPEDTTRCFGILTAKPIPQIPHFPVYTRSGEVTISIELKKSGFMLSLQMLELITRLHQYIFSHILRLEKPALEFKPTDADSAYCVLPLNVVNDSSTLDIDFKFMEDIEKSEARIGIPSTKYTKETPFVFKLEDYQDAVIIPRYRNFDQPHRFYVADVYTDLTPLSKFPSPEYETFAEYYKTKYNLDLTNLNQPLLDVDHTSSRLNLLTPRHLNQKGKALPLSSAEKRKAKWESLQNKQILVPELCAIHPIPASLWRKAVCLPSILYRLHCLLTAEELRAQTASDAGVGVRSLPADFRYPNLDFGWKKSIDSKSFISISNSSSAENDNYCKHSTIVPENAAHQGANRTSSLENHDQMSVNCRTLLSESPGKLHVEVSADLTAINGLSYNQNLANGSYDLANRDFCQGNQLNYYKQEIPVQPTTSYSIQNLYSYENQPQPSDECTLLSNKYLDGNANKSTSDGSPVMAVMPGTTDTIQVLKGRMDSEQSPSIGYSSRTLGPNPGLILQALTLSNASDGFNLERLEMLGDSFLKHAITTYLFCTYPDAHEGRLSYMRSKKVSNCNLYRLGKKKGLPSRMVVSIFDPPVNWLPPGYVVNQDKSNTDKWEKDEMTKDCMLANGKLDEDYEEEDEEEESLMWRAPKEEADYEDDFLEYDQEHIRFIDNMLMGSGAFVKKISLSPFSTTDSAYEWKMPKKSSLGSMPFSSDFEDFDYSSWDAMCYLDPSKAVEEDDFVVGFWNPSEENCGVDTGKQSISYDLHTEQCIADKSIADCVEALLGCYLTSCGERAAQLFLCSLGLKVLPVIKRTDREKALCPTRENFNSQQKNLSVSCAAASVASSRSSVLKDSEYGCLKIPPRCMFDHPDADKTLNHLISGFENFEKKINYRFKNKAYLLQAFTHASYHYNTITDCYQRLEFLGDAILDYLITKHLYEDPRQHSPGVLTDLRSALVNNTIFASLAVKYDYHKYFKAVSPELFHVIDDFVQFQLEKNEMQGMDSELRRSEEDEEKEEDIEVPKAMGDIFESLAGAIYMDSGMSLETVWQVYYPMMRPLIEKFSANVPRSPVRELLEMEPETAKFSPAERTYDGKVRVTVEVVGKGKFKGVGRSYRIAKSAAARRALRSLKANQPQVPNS
The depositor's hits bear a star; & = joins results of further samples.

Sample of the layout, seven compounds:
SMILES	Dicer inh
Nc1c(C(=O)N/N=C/c2cccs2)oc2nc(-c3ccccc3)cc(-c3ccccc3)c12	-1.05
CC1CCN(C(=O)Cn2nnc3sc4c(c3c2=O)CCC(C)C4)CC1 (configuration not stated)	3.02*
CCCCC(=O)N(c1ccc2oc(=O)sc2c1)S(=O)(=O)c1ccc(OCC)cc1	0.55
COC(=O)c1ccc(S(=O)(=O)N(Cc2ccccc2)C(C)C)o1	-1.48
COc1ccc(C2C=C(c3ccc(F)cc3)Nc3nc(CCCO)nn32)cc1 (configuration not stated)	2.44
Cc1ccc(C(C)C)c(OCc2nc3c4cnn(-c5ccccc5)c4ncn3n2)c1	-0.61
N#Cc1c(Cl)cccc1OCC(F)(F)F	0.95

Results (from the top)
SMILES	Dicer inh
Nc1c(C(=O)N/N=C/c2cccs2)oc2nc(-c3ccccc3)cc(-c3ccccc3)c12	-1.05
CC1CCN(C(=O)Cn2nnc3sc4c(c3c2=O)CCC(C)C4)CC1 (configuration not stated)	3.02*
CCCCC(=O)N(c1ccc2oc(=O)sc2c1)S(=O)(=O)c1ccc(OCC)cc1	0.55
COC(=O)c1ccc(S(=O)(=O)N(Cc2ccccc2)C(C)C)o1	-1.48
COc1ccc(C2C=C(c3ccc(F)cc3)Nc3nc(CCCO)nn32)cc1 (configuration not stated)	2.44
Cc1ccc(C(C)C)c(OCc2nc3c4cnn(-c5ccccc5)c4ncn3n2)c1	-0.61
N#Cc1c(Cl)cccc1OCC(F)(F)F	0.95
Cn1cc(C(=O)O/N=C(\N)c2ccc(C(C)(C)C)cc2)c(C(F)(F)F)n1	1.19
COc1ccc(C)cc1Nc1nc(C)cc(C)c1C#N	22.2
CC(C)c1ccc(C(=O)CSc2n[nH]c(-c3ccco3)n2)cc1	0.14
O=c1[nH][nH]c(=S)n1-c1ccc(Cl)c(Cl)c1	0.41
c1ccc(CSc2nc3ccccc3n2Cc2ccccn2)cc1	0.56

Copied from the list:
CC1CCN(C(=O)Cn2nnc3sc4c(c3c2=O)CCC(C)C4)CC1 (configuration not stated) | Dicer inh = 3.02*
c1ccc(CSc2nc3ccccc3n2Cc2ccccn2)cc1 | Dicer inh = 0.56

(cont.)
SMILES	Dicer inh
COCc1cc(=O)[nH]c(-c2ccccc2)n1	0.61
c1ccc(-c2nc(N3CCCCC3)nc3ccccc23)cc1	0.2
O=C1c2oc3ccccc3c(=O)c2C(c2cccc(O)c2)N1c1ccccn1 (configuration not stated)	3.7*
NC(=O)CCCCC1CCSS1 (configuration not stated)	-0.1
Cc1cccc(C)c1OCCn1cncn1	3.27*
CC1CCc2c(sc3nnn(CC(=O)Nc4ccc(F)c(Cl)c4)c(=O)c23)C1 (configuration not stated)	1.97
Cc1cc(C)nc(NS(=O)(=O)c2ccc(N)cc2)n1	-0.96
Nc1cc(=O)[nH]c(SCc2ccc(Cl)cc2Cl)n1	-0.88
O=C1Nc2ccc(Br)cc2/C1=C\C(=O)c1cccc([N+](=O)[O-])c1	0.02
CCOC(=O)/C(C#N)=C/N1CCCC1c1cccs1 (configuration not stated)	0.09
CS/C(Nc1cc(Cl)ccc1Cl)=C(/C#N)C(=O)c1ccco1	2.12
CN(C)c1ccc(C2NC(=O)c3ccccc3N2)c(Cl)c1 (configuration not stated)	-0.32
COc1cccc(C2C(C(=O)OC(C)C)=C(C)N=C3SCCC(=O)N32)c1 (configuration not stated)	-1.37
Cc1cc2ccccc2n2c(SCC(=O)c3ccc4c(c3)OCCO4)nnc12	-1.53
Cc1nc(N2CCCCC2)c2oc3ccccc3c2n1	0.92
CSc1sc(C(=O)NCC2CC2)cc1S(=O)(=O)C(C)C	0.93
CCOC(=O)c1cnn(-c2ccc([N+](=O)[O-])cc2)c1-n1cccc1	-0.86
O=c1oc(-c2ccccc2Cl)nn1-c1ccc(C(F)(F)F)cn1	0.3
Oc1ccc2ncccc2c1C(Nc1ccccn1)c1cccs1 (configuration not stated)	0.84
Fc1ccc(C2Nc3cccc4cccc(c34)N2)cc1	-0.77
CC(C)(C)OC(=O)N[C@@H](Cc1ccccc1)C(=O)NN	2.53
Cc1ccc2nc(-c3ccccc3)oc(=O)c2c1	2.32
O=C(CSc1nc2ccccc2s1)N1CCOCC1	1.02
Nc1cc(Cl)c(-n2cccc2)cc1Oc1ccc(Cl)cc1	1.61
CCn1c(N)c(C(=O)NCc2cccnc2)sc1=S	-0.23
CC1=C(C(=O)OC(C)C)C(c2ccccc2Cl)C2=C(CC(C)(C)CC2=O)N1 (configuration not stated)	-0.48
FC(F)(F)c1cnc(N2CCC(Nc3ncnc4scc(-c5ccccc5)c34)CC2)c(Cl)c1	-1.33
NC(=O)CCS(=O)CCC(N)=O	-1.81
CCn1c(C)[n+](CC(O)COc2ccc(F)cc2)c2ccccc21 (configuration not stated)	0.85
C=CCOc1ccc(C2C3=C(CC(C)(C)CC3=O)N(C)C3=C2C(=O)CC(C)(C)C3)cc1	0.11
COc1ccc(C2C3=C(CCCC3=O)N=C3c4ccccc4C(=O)C32)cc1OC (configuration not stated)	-0.25
Cc1ccccc1OCc1nc2c3c4c(sc3ncn2n1)C(C)(C)NC(C)(C)C4	-0.15
Cn1c(=O)n(CC(=O)O)c(=O)c2c1nc1n2CCCN1c1cccc(Cl)c1	1.48
Cc1ccc(-c2c3c(=O)n(C)c(=O)n(C)c3cn2-c2ccc(N)cc2)cc1	-0.53
Cn1c(=O)oc2cc(S(=O)(=O)NCC(=O)O)ccc21	0.17
CC(C)OC(=O)COc1ccc2c(=O)c(Oc3ccccc3Br)coc2c1	-0.81
CCOC(=O)c1sc(-c2ccccc2)nc1OC(=O)c1ccc(C(F)(F)F)cc1	10.2
CC1=C(C(=O)OCCOc2ccccc2)C(c2coc3ccccc3c2=O)C2=C(CC(C)(C)CC2=O)N1 (configuration not stated)	3.41*
Cn1c2c(c(=O)[nH]c1=O)C(c1ccc([N+](=O)[O-])o1)C1=C(N2)c2ccccc2C1=O (configuration not stated)	0.79
COc1ccc(O)c(C2=Nc3ccccc3N=C(C(F)(F)F)C2)c1	3.16*
CC(=C/C(=O)O)/C(=C\c1cccnc1)C(=O)O	0.93
c1ccc2c(c1)CCC[C@H]2Nc1nc2ccccc2[nH]1	1.03
Cc1ccc(C2CC(C(F)F)n3ncc(C(=O)Nc4cnn(Cc5ccccc5C)c4)c3N2)cc1 (configuration not stated)	-1.29
CCn1nc2n(c1=O)-c1cc(Cl)ccc1OC2	1.41
Cc1ccc(CN2C(=O)CNC2=S)cc1	-0.73
CC(C)(C)c1cc(NC(=O)Nc2ccccc2)no1	-0.14
C[C@]1(Cn2ccnn2)[C@H](C(=O)O)N2C(=O)C[C@H]2S1(=O)=O	14.4
COC(=O)c1cnn(-c2ccccc2)c1C=Nc1ccc(C)cc1	0.19
FC(F)(F)c1csc(N/N=C/c2ccc(Cl)cc2)n1	-0.65
CCN(CC)S(=O)(=O)c1cc(-c2n[nH]c(=O)c3ccccc23)ccc1C	0.63
COCCOC(=O)C1=C(C)NC2=C(C(=O)CC(c3ccccc3)C2)C1c1cc2c(cc1Cl)OCO2 (configuration not stated)	0.37
CC(C)NC(=O)NNc1ccc(-c2csnn2)cc1	0.63
CCOC(=O)c1c(NS(=O)(=O)c2cc(Cl)c(Cl)cc2Cl)nc(SC)n1-c1ccccc1OC	5.04
O=C1CCCC2=C1C(c1ccc(Cl)cc1)c1c([nH]n(-c3ccccc3)c1=O)N2 (configuration not stated)	-1.56
CCc1cc2c(=O)c(-c3nc4ccccc4s3)c(C)oc2cc1OC(C)=O	0.87
CCCOC(=O)CSc1nc(C)cc(C)c1C#N	1.01
CCOC(=O)c1ccc2c(c1)[C@@H]1C=CC[C@@H]1[C@H](c1ccc(C(=O)OC)cc1)N2	0.08
O=c1ccccn1Cc1ccccc1F	-1.15
C#CC1CCCCC1NC(=O)Nc1cnccc1C(F)(F)F (configuration not stated)	0.09
NC(=O)CNC(=O)COc1ccccc1	-0.24

New compounds follow.
SMILES	Dicer inh
CN1CN=C2SC(CO)(CO)C(=O)N2C1	-0.21
FC(F)(F)c1cnc(SCc2ccc(Cl)cc2)c(Cl)c1	-0.24
CC(C)(C)c1ccc(-c2nnc3sc(-c4cnccn4)nn23)cc1	-1.51
CC1=C(C(=O)OC(C)C)C(c2ccccc2OC(C)C)C2=C(CC(C)(C)CC2=O)N1 (configuration not stated)	0.42
Cc1c(/C=N/Nc2c(Cl)cc(Cl)cc2Cl)sc2ccccc12	0.01
C/C(Cc1ccccc1)=N\Nc1nc2c(c(=O)n(C)c(=O)n2C)n1C	-0.47
CCCCN1C2=NC(=O)CN2c2ccccc21	2.89
Cc1c(NS(=O)(=O)c2ccc(F)cc2)c(=O)n(-c2ccccc2)n1C	0.64
O=c1/c(=C\c2cccnc2)sc2n1C(c1ccccc1Cl)C1=C(N=2)c2ccccc2CC1 (configuration not stated)	1.42
COC(=O)c1scc2c(OC)cc(C(F)(F)F)nc12	0.71
S=C(N/N=C/c1ccccc1Cl)Nc1cc(Cl)ccc1Cl	-2.87
Cc1cc(C)n2c(SCC(=O)O)nnc2n1	-0.62

Compounds from the list above that contain two or more sulfur atoms:
SMILES	Dicer inh
CCCCC(=O)N(c1ccc2oc(=O)sc2c1)S(=O)(=O)c1ccc(OCC)cc1	0.55
NC(=O)CCCCC1CCSS1 (configuration not stated)	-0.1
CSc1sc(C(=O)NCC2CC2)cc1S(=O)(=O)C(C)C	0.93
O=C(CSc1nc2ccccc2s1)N1CCOCC1	1.02
CCn1c(N)c(C(=O)NCc2cccnc2)sc1=S	-0.23
CCOC(=O)c1c(NS(=O)(=O)c2cc(Cl)c(Cl)cc2Cl)nc(SC)n1-c1ccccc1OC	5.04

Following part.
SMILES	Dicer inh
c1ccc(N2CCN(c3nc4ccccc4[nH]3)CC2)nc1	3.48*
COc1ccc(C[C@H](NC(C)=O)C(=O)O)c(Cl)c1OC	-0.79
c1ccc(-c2oc3ncn4nc(-c5ccco5)nc4c3c2-c2ccccc2)cc1	-0.67
CCc1c(O)nc(SCc2ccc(F)cc2)[nH]c1=O	-1.66
O=[N+]([O-])c1ccc(Oc2c(Cl)cc(S(=O)(=O)N3CCOCC3)cc2Cl)c(Cl)c1	-0.33
CC(C)CCSc1nc(N2CCOCC2)c2c(c1C#N)CC(C)(C)OC2	1.97
Cc1ccc2c(c1)-c1cc(C)nn1C(c1cccc(O)c1O)N2 (configuration not stated)	32.5*
O=C(C1=C(Cl)c2cccc3cccc(c23)C1=O)c1ccccc1	0.7
CC(C)(C)c1ccc2nc(/C(=C\c3ccc(F)cc3)NC(=O)c3ccccc3)[nH]c2c1	0.48
CCn1c2ccccc2c2nnc(SCC(=O)c3ccccc3)nc21	1.58
CC(C)c1ccc(NC(=O)CSc2nc3c(Cl)cc(Cl)cc3s2)cc1	-0.74
O=C(O)CCCC(=O)Nc1cccc2cccnc12	0.9
COC1=C(OC)C(=O)c2ccccc2C1=O	-8.02
Cc1cc(C)c(S(=O)(=O)N2CCc3ccccc3C2)c(C)c1	0.07
CN(CCOC(=O)c1ccc([N+](=O)[O-])cc1)c1ncc(C(F)(F)F)cc1Cl	-1.02
CN1CCN(C(=O)c2ccc(Cn3cc(Cl)cn3)o2)CC1	1.29
Cc1onc(-c2ccccc2)c1NC(=O)N(CCC#N)Cc1ccccc1	2.89
Cc1ccc(Cn2c(N3CCOCC3)nc3c2c(=O)[nH]c(=O)n3C)cc1	1.95
COc1cc2c(cc1OC)CN(C(=S)Nc1ccc([N+](=O)[O-])cc1)CC2	5.02
C[C@H](NC(=O)/C(C#N)=C/c1ccc(O)c(O)c1)c1ccccc1	-0.09
C#CC(C)(C)NS(=O)(=O)c1c(C)c(C)c(C)c(C)c1C	-0.02
O=C(Nc1ccc2c(c1)COCO2)c1cc2ccccc2oc1=O	-0.47
O=C(CCCN1CCC(O)(c2cccc(C(F)(F)F)c2)CC1)c1ccc(F)cc1	-1.63
COc1cccc(-c2cc(-c3ccc(C)o3)c(C#N)c(N)n2)c1	-2.72
Nc1nc(SCc2nc(-c3ccc(Cl)cc3)no2)n[nH]1	-0.25
Cc1ccc(-n2c(-c3ccc(Cl)cc3)c[n+]3c2CCC3)cc1	-0.87
CC1CCN(C(=O)Cn2cnc3c2c(=O)n(C)c(=O)n3C)CC1	3.13*
CC12c3ccccc3C(c3ccccc31)C1C(=O)N(c3ccccc3)C(=O)C12 (configuration not stated)	0.7
CCN1CCCC1CNC(=O)c1cc(S(=O)(=O)CC)c(N)cc1OC (configuration not stated)	-2.79&-0.52
O=c1c(=O)n2c(nn1CN1CCOCC1)sc1ccccc12	4.32*
O=C1C2ON(c3ccccc3)C(c3cccnc3)C2C(=O)N1c1ccc(F)cc1 (configuration not stated)	0.56
COc1cc(C)nc(N(CCO)CCO)n1	5.89*
COc1ccc(C(=O)Oc2ccc3c(c2)C(C)=CC(C)(C)N3)cc1	2.06
Cc1ccc(C(O)Cn2cc([N+](=O)[O-])nc2C)cc1 (configuration not stated)	-0.72
CCN1CCN(c2nc3c(c(=O)n(C)c(=O)n3C)n2C(C)C)CC1	-0.22
O=C1CC(c2cccc(O)c2)Nc2ccc3ccccc3c21 (configuration not stated)	1.05
Cc1ccc(C2Nc3cc(C)c(C)cc3NC3=C2C(=O)CC(C)(C)C3)o1 (configuration not stated)	6.11
CC1(C)Cc2c(sc(N)c2C(=O)O)CO1	-1.22
CN(C)c1ccc(C2C(C#N)=C(N)Oc3c2sc2ccccc32)cc1 (configuration not stated)	6.01*
COc1cc(C(F)(F)F)nc2c(Br)c(C(C)(C)C)nn12	-0.27
O=C(c1cccc(C(F)(F)F)c1)c1nccc2ccccc12	-0.97
CCCCOc1cccc(C2Nc3ccccc3NC3=C2C(=O)CC(C)(C)C3)c1 (configuration not stated)	-1.81
COc1cc(OC)nc(S(C)(=O)=O)n1	-0.82
O=c1cc(-c2ccccc2)oc2cc(Cl)cc(Cl)c12	0.89
C=CC[C@H]1Cc2ccccc2[C@H](CC=C)N1	0.11
Cc1c2c(=O)n(-c3nc4ccccc4s3)n(Cc3ccccc3)c2cc(=O)n1Cc1ccco1	-1.38
CCCN(CCC)S(=O)(=O)c1ccc(C(=O)N2CCC3c4ccccc4C(=O)N3C2)cc1 (configuration not stated)	-0.22
CCOC(=O)c1c(NC(=O)CC2Sc3ccccc3NC2=O)sc(C)c1C (configuration not stated)	0.25
COc1ccc(OCC(=O)N2CCN(C(=O)CCC3CCCC3)CC2)cc1	1.13

These rows are one share of the data. The share of hits here may be higher or lower than overall.
